GCN5L2 inh – qHTS Assay for Inhibitors of GCN5L2; Histone acetyltransferase KAT2A (Homo sapiens), Q92830; GCN5L2 HAT assay, ThioGlo1 CoA-SH fluorescence; Potency, µM (titrated, usually from 58.9 µM), inactives show at the top dose activity change, negative = inhibition, usual class: inhibitors; actives 0.21% (n = 390,000); AID 504327, 2011
Target sequence (Q92830 whole entry, looked up): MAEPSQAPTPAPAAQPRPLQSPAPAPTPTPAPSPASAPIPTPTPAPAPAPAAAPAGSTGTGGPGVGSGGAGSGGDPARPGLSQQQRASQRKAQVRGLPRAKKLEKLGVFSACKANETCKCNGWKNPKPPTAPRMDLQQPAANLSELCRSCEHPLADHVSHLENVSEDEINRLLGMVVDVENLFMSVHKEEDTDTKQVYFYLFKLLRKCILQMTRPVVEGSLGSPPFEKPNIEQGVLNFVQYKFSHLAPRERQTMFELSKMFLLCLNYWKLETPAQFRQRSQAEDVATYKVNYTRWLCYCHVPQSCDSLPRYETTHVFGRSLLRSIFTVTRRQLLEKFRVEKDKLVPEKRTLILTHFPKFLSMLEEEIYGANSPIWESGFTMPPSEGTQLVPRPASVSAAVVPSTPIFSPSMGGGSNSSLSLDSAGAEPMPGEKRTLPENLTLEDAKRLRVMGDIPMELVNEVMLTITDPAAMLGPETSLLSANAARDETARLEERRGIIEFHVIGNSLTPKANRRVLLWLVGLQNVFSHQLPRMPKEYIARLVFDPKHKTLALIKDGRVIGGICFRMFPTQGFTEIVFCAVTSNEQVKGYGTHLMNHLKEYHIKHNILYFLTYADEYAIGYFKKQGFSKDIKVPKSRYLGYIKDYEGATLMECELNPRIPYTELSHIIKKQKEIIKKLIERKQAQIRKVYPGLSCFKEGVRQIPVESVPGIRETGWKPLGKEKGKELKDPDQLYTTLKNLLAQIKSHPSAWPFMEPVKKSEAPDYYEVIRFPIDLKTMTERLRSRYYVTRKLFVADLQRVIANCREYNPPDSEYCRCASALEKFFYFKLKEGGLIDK
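Enzyme at 20nM final was mixed with library compounds for 15 min at room temperature. Peptide H3(1-25) at 75uM, acetyl-CoA at 70uM and ThioGlo1 at 50uM were then added. Plates were read immediately and after 20 min (Ex340nm/Em540nm).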
N370S GC – qHTS Assay for Inhibitors and Activators of N370S glucocerebrosidase as a Potential Chaperone Treatment of Gaucher Disease; actives 0.092% (n = 330,000); Potency, µM (series often up to 59.4 µM), for the others: at the highest dose activity change, negative = inhibition, hits mostly inhibitors; AID 2101, 2009; N370S GC spleen homogenate, 4MU-glucoside fluorescence;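 further: 0% = full enzyme activity and -100% = no enzyme basal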
FEN1 inh – qHTS Assay for the Inhibitors of Human Flap endonuclease 1 (FEN1). P39748. Recombinant FEN1 flap cleavage, fluorescence, 15 min. Potency, µM (titrated, usually from 114 µM), without a hit: at the highest dose activity change, negative = inhibition, actives largely listed as inhibitors. actives 0.35% (n = 390,000); further: nearly all actives have a fitted effect of over 65% in size
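Compounds are tested as a concentration series against 10 nM FEN1; after a 15 min room-temperature preincubation, 50 nM substrate starts cleavage, with plate reads at 0 and 15 min. Normalized responses are fitted by a Hill equation.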
Starred values were filed as active, the others as inactive; u = inconclusive; x = no result given; & = joins results of further samples; [ ] = another dose, or the depositor's remark. The call rests on the fitted dose curve; in most records, active means well fitted curve in the direction sought with a large enough effect; inconclusive means small, poorly fitted or top-dose-only effect, or another doubt; inactive means no such curve, though single readings can be large; an effect the other way counts as inactive or inconclusive. Unless noted, on the % scale 0 is the no-effect control and ±100 the full control effect; potency means the concentration at half of the fitted maximal effect. A portion of the library; the hit share may differ from the screen's.

(1) CCOc1ccccc1OCCOc1ccccc1CC
(2) Cc1ccc(NC(=O)N[C@@H](CC(C)C)C(=O)O)c(C)c1
(3) COc1ccc(Oc2ncc3nc(-c4ccccc4)c(=O)n(C4CC4)c3n2)cc1
(4) O=C(Cn1ccc([N+](=O)[O-])n1)c1ccccc1
(5) O=C(Nc1ccc(C(=O)O)cc1)/C(=C\C=C\c1ccccc1)NC(=O)c1ccccc1Br
(6) CC(Sc1nncn1C)C(=O)Nc1ccc(S(N)(=O)=O)cc1 (stereo not given)
(7) COc1ccc(-[n+]2c(C)cc(/C=C3\Sc4ccccc4N3C)cc2C)cc1
(8) COc1ccccc1N1CCN(C(=O)C2=CC=CN3CCS(=O)(=O)N=C23)CC1

Compound | 1 | 2 | 3 | 4 | 5 | 6 | 7 | 8
GCN5L2 inh | -1% | -3% | -24% | -9% | u | -4% | -10% | -10%
N370S GC | 6% | 2% | 1% | 4% | 1% | -16% | u | x
FEN1 inh | -8% | -2% | x | 49%[activator] | -1% | 1% | 22µM* | -7%

(9) C=C(C)Cn1c(CNC(C)=O)nc2ccccc21
(10) CC(C)N(C(=O)CSc1nnnn1C1CCCC1)C(C)C
(11) CC1(CCC#N)N=C(SCCC#N)N(c2ccccc2)C1=O (stereo not given)
(12) O=C(CNC(=O)c1ccc(Br)cc1)NCC(=O)OCC(=O)c1ccc([N+](=O)[O-])cc1
(13) Cc1cc(=O)oc2cc(OCCSCCN3CCCCC3)ccc12
(14) O=C(Nc1cccc(O)c1)c1c(O)c2ccccc2[nH]c1=O
(15) CC(=O)c1ccc(N2CCN(C(=O)c3cccs3)C(C)C2)c(F)c1 (stereo not given)
(16) COc1ccccc1NC(=O)COC(=O)Cc1ccc(S(=O)(=O)N2CCCCC2)s1

Compound | 9 | 10 | 11 | 12 | 13 | 14 | 15 | 16
GCN5L2 inh | -1% | u | 20% | -3% | -3% | -2% | -1% | -11%
N370S GC | 2% | -1% | 2% | 4% | 8% | -3% | -7% | -14%
FEN1 inh | 1% | 5% | -12% | -3% | 3% | 5% | 2% | -15%

Entries of single compounds as entered above.
Entry for CC(C)N(C(=O)CSc1nnnn1C1CCCC1)C(C)C : GCN5L2 inh: u; N370S GC: -1%; FEN1 inh: 5%
Entry for C=C(C)Cn1c(CNC(C)=O)nc2ccccc21 : GCN5L2 inh: -1%; N370S GC: 2%; FEN1 inh: 1%

The list continues.
(17) O=C(c1ccccc1SCc1ccccc1)N1CCOCC1
(18) Cc1ccc(S(=O)(=O)N(C)c2ccc(OC(C)C(=O)N(C)c3ccccc3)cc2)cc1 (stereo not given)
(19) CCOc1cccc(C(=O)Nc2ccccc2C(=O)N2CCOCC2)c1
(20) O=C(NCCN1CCN(S(=O)(=O)c2ccc(F)cc2)CC1)C(=O)NCc1ccccc1
(21) CCOC(=O)c1c(C)[nH]c(C)c1C(=O)CSc1nnc(N)s1
(22) O=C(COC(=O)CCC(=O)c1cccs1)NCc1ccc(Cl)cc1
(23) COc1ccc(C(=O)c2sc3nc(-c4ccccc4)ccc3c2N)cc1OC
(24) COc1ccc(C)cc1NC(=O)c1cc(S(=O)(=O)N2CCCCC2)ccc1N1CCOCC1

Compound | 17 | 18 | 19 | 20 | 21 | 22 | 23 | 24
GCN5L2 inh | 1% | -4% | -2% | 2% | -11% | -4% | -17% | -5%
N370S GC | 2% | 0% | -20% | -15% | -7% | -11% | 6% | x
FEN1 inh | 24% | -12% | -3% | -8% | -12% | -6% | u | 0%

(25) COc1cccc(C2=Nn3c(nnc3-c3ccccc3O)SC2)c1
(26) COc1ccc(-c2cc(=Nc3ccc(C(=O)O)cc3)c3cc(C)ccc3o2)cc1
(27) CC(C)Cc1nn2c(=O)cc(COC(=O)c3cccc(NC(=O)CCc4ccccc4)c3)nc2s1
(28) COc1ccc(CN2CCNC(=O)C2CC(=O)N(C)Cc2nccn2C)cc1OC (stereo not given)
(29) Fc1cccc(NCCc2c[nH]c3ccccc23)n1
(30) CC[C@]12c3[nH]c4ccc(OC)cc4c3CCN1C(=O)C(CC(=O)NCCc1ccccn1)C[C@@H]2C(=O)N1CCN(C(=O)c2ccco2)CC1 (stereo not given in full)
(31) NC(=NC1CCCCC1)c1ccc(Cl)cc1
(32) C=CC1=C2C=C(C3CC3)N(CCCN(CC)CC)C=C2C(=O)C(C)(OC(=O)c2ccco2)C1=O (stereo not given)

Compound | 25 | 26 | 27 | 28 | 29 | 30 | 31 | 32
GCN5L2 inh | -3% | -4% | 6% | -2% | 2% | 1% | -5% | x
N370S GC | 7%&5% | 14% | x | -1% | -13% | x | 9% | 5%[12.8 µM]
FEN1 inh | 2% | 1% | 7% | 3% | 7% | -2% | -4% | 10%

Some of the entries so far, as labelled records.
26	COc1ccc(-c2cc(=Nc3ccc(C(=O)O)cc3)c3cc(C)ccc3o2)cc1
  GCN5L2 inh = -4%; N370S GC = 14%; FEN1 inh = 1%
27	CC(C)Cc1nn2c(=O)cc(COC(=O)c3cccc(NC(=O)CCc4ccccc4)c3)nc2s1
  GCN5L2 inh = 6%; N370S GC = x; FEN1 inh = 7%

Carrying on:
(33) COC(=O)Cn1c(=NC(=O)c2ccc(Cl)s2)sc2cc(C)ccc21
(34) Cc1ccc(NC(=O)C2(c3ccccc3)CC2(Cl)Cl)cc1C (stereo not given)
(35) CC(C)(C)c1cc(CN(CCO)CCO)c(O)c(C(C)(C)C)c1
(36) O=c1c2cnn(-c3ccccc3)c2nc(-c2cccs2)n1-c1ccc(Cl)cc1
(37) COc1ccc(CC(=O)O/N=C(\N)c2ccccn2)cc1OC
(38) COC(=O)c1ccccc1NC(=O)NCc1c(C)nn(C)c1C
(39) CCOC(=O)c1cc(NC(=O)Nc2ccc(Br)cc2)c(C)nc1C
(40) CC(=O)c1ccc(NC(=S)N(CCCN(C)C)Cc2ccccc2)cc1

Compound | 33 | 34 | 35 | 36 | 37 | 38 | 39 | 40
GCN5L2 inh | -3% | -27% | -6% | u | -5% | 1% | -5% | -3%
N370S GC | 14% | 5% | -22% | 6% | -4% | 8% | -5% | -6%
FEN1 inh | 9% | -11% | 13% | 8% | -8% | -3% | -22% | 14%

(41) CCN(CC)CCn1c(N)nc2ccccc21
(42) COc1ccccc1Cn1nnc2c(=O)[nH]c(C3CCN(C(=O)c4ccccc4Cl)CC3)nc21
(43) CCC(C)c1ccccc1NC(=O)c1[nH]c(C)c(C(C)=O)c1C (stereo not given)
(44) COc1ccc(-c2sc3cc(OC)c(OC)cc3c2C#CC(C)(C)O)cc1
(45) CCCC(=O)Nc1nnc(-c2ccc(Cl)s2)o1
(46) C=CCOc1ccc2nnc(C)n2n1
(47) Cc1ccc(Cl)cc1NC(=O)COC(=O)c1ccccc1O
(48) O=c1c2ccccc2ncn1CCCSc1ccccc1

Compound | 41 | 42 | 43 | 44 | 45 | 46 | 47 | 48
GCN5L2 inh | -18% | -1% | -1% | -5% | -5% | -2% | -2% | -17%
N370S GC | -3% | 7% | -5% | x | 0% | -3% | -7% | 12%
FEN1 inh | 12% | -4% | -6% | -3% | -6% | 19% | 15% | -8%

(49) COc1ccc(C(=O)Oc2cc(/C=N/NS(=O)(=O)c3ccc(C)cc3)ccc2OC)cc1
(50) CC(C(=O)NC1CCCCC1)N1C(=O)c2cccc3cccc1c23 (stereo not given)
(51) COc1ccc(-c2nc3ccccc3c(=O)n2N)cc1
(52) O=C(CSc1nc2ccccc2o1)N/N=C/c1ccc(C(=O)O)cc1
(53) C[C@H](CO)N1C[C@H](C)[C@@H](CN(C)Cc2ccc(C(=O)O)cc2)Oc2c(cccc2N(C)C)C1=O
(54) COc1ccccc1N1C(=O)CC(N(O)c2ccccc2)C1=O (stereo not given)
(55) CCN(Cc1cnn(C)c1)Cc1nc(Cc2ccccc2Cl)no1
(56) COc1ccccc1NC(=O)c1cc(=O)[nH]c2ccccc12

Compound | 49 | 50 | 51 | 52 | 53 | 54 | 55 | 56
GCN5L2 inh | -7% | -2% | -3% | 2% | 1% | 1% | 0% | 0%
N370S GC | 2% | 2% | 0% | 4% | x | -2% | -2% | 4%
FEN1 inh | -16% | -3% | -5% | -2% | 18% | -4% | 16% | -1%

(57) COc1cccc(OC)c1OCCCN1CCOCC1
(58) CC1CCc2c(C(=O)Nc3ccccn3)csc2C1 (stereo not given)
(59) COc1cccc(-c2nnc(-c3ccccc3NC(=O)c3ccc(F)cc3F)o2)c1
(60) CC(=O)Nc1ccc(SCC(=O)O)cc1
(61) O=C(Nc1ccc2oc(-c3cc(Br)ccc3Cl)nc2c1)c1cc2ccccc2o1
(62) Cc1ccc(C(=O)O)cc1NC(=O)CCc1ccccc1
(63) O=S(=O)(c1ccc2ccccc2c1)n1cnc2ccccc21
(64) O=C(CSc1nnc2n(C3CCCC3)c(=O)c3ccccc3n12)N1CCCCCC1

Compound | 57 | 58 | 59 | 60 | 61 | 62 | 63 | 64
GCN5L2 inh | -6% | -1% | -4% | -10% | u | -2% | -1% | -22%
N370S GC | 10% | 2% | x | -2% | x | -2% | 4% | 10%
FEN1 inh | -2% | u | 0% | -16% | -7% | 11% | -12% | 4%

(65) COc1ccc(S(=O)(=O)NC2CC(=O)N(c3ccccc3)C2)cc1C (stereo not given)
(66) Nc1nc(NCCOCCO)nc(NC2CCCCC2)c1[N+](=O)[O-]
(67) Cc1ccc(-c2nnc(Nc3ccc(O)cc3)c3ccccc23)cc1S(=O)(=O)N1CCN(C)CC1
(68) Cc1nc(C/C(=N\Nc2ccccc2)c2ccc(O)cc2O)cs1
(69) Cc1ccc(CS(=O)(=O)c2cn(CC(=O)N3CCOCC3)c3ccccc23)cc1
(70) Cc1ccc(C(=O)COC(=O)CCNS(=O)(=O)c2ccccc2F)cc1
(71) O=C1OC(c2ccc(Cl)cc2)/C(=C(/O)c2ccccc2)C1=O (stereo not given)
(72) CCN(CC)S(=O)(=O)c1ccc(N2CCOCC2)c(NC(=O)c2cc(=O)[nH]c3ccccc23)c1

Compound | 65 | 66 | 67 | 68 | 69 | 70 | 71 | 72
GCN5L2 inh | 1% | -4% | -5% | -17% | u | -10% | 0% | -4%
N370S GC | 2% | -15% | x | -11% | u | x | 0% | 6%
FEN1 inh | -4% | 15% | -9% | u | 23% | 3% | u | 2%

(73) Cc1oc(C(C)(C)C)cc1C(=O)Nc1ccc2c(c1)OCO2
(74) C(=N\Nc1nn2cnnc2c2ccccc12)/c1ccco1
(75) O=C1CC(N2CCSCC2)C(=O)N1c1cccc(Cl)c1 (stereo not given)
(76) COc1ccc(S(=O)(=O)N(C)C[C@H]2Oc3ccc(NC(=O)Nc4ccc(C(F)(F)F)cc4)cc3C(=O)N([C@H](C)CO)C[C@@H]2C)cc1
(77) C/C(=N\NC(=O)c1ccc(NS(=O)(=O)c2cccs2)cc1)c1cccs1
(78) CC12CS(=O)(=O)CC1SC(=S)N2Cc1ccccc1 (stereo not given)
(79) Cc1cc(Nc2ccccc2Cl)n2nnnc2n1
(80) CCOc1ccc(OCCNC(=O)c2cc(C3CC3)nc3c2cnn3C(C)C)cc1

Compound | 73 | 74 | 75 | 76 | 77 | 78 | 79 | 80
GCN5L2 inh | -18% | -10% | -7% | -8% | -5% | 0% | -5% | -11%
N370S GC | 11% | 12% | -19% | x | -5% | 2% | 21% | -5%
FEN1 inh | -17% | -6% | 13% | -19% | 5% | -1% | 7% | -20%

(81) COc1cc(OC)cc(C(=O)N[C@H](C(=O)OCn2nnc3ccccc3c2=O)C(C)C)c1
(82) CCOc1ccc(S(=O)(=O)Nc2nc3ccc(OC)cc3s2)cc1
(83) CSc1nc(NCc2ccco2)c2c3c(sc2n1)CN(C)CC3
(84) CC(=O)N1c2c(cc(Br)cc2S(=O)(=O)Nc2c(C)n(C)n(-c3ccccc3)c2=O)CC1C (stereo not given)
(85) O=C(CCn1nnc2ccccc2c1=O)NCC1CCC(C(=O)O)CC1 (stereo not given)
(86) COc1cc(/C=C2\SC(=Nc3ccccc3)N(Cc3ccco3)C2=O)ccc1OC(C)C(=O)O (stereo not given)
(87) CCN(CC)c1ccc(S(=O)(=O)N2CCOCC2)cc1NC(=O)c1cc(=O)c2ccccc2o1
(88) CCCNC(=S)N1CCC(C(=O)c2ccc3c(c2)OCCO3)CC1
(89) COC(=O)c1n[nH]c2ccccc12
(90) Nc1nc(N)nc(COc2ccccc2)n1
(91) O=C(O)c1ccc(-c2ccccc2C(F)(F)F)s1

Compound | 81 | 82 | 83 | 84 | 85 | 86 | 87 | 88 | 89 | 90 | 91
GCN5L2 inh | -13% | -2% | -6% | 0% | -10% | u | -4% | -7% | 2% | -5% | -13%[88.6 µM]
N370S GC | -6% | x | 8% | -1% | 1%[2.35 µM] | 9% | -6% | 2% | -3% | 2% | -9%[89.1 µM]
FEN1 inh | 3% | -1% | x | 9% | -3% | -7% | -15% | 14% | -2% | -11% | x

Values by screen from the entries so far:
GCN5L2 inh, nos. 82 to 91 → -2%, -6%, 0%, -10%, u, -4%, -7%, 2%, -5%, -13%[88.6 µM]

Source: PubChem
